KAT2A inh: blocks human GCN5L2 histone acetyltransferase | AID 504327 | GCN5L2 HAT assay, ThioGlo1 CoA-SH fluorescence | Q92830 | hit rate 0.21% among 390,000 | Potency, µM (highest dose often 58.9 µM), without a hit: at the highest dose activity change, negative = inhibition, usual class: inhibitors
Target sequence (Q92830 whole entry, looked up): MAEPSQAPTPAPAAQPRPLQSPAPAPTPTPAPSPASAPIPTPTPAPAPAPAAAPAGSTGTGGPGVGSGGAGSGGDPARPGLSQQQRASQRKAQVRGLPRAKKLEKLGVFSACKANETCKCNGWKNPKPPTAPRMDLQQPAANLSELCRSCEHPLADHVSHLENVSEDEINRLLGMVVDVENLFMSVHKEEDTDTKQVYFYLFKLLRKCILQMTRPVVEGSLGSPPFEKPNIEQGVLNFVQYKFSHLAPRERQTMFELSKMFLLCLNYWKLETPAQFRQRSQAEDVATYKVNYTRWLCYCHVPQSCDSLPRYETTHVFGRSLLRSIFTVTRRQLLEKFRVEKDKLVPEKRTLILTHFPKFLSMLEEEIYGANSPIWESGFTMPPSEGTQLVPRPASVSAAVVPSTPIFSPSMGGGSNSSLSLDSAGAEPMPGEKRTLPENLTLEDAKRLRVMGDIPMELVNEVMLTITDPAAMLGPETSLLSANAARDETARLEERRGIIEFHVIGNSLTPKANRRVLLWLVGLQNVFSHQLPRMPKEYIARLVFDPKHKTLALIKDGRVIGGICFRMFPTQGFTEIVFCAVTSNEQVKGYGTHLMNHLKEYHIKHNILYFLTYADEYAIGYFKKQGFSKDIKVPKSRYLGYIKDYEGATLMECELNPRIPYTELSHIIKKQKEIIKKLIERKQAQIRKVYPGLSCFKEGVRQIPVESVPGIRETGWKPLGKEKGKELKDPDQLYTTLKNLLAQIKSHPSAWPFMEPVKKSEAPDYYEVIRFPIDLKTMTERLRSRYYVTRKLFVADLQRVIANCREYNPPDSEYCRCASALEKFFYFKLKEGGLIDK
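GCN5L2 (20 nM) in 50mM HEPES pH 7.5, 0.1mM EDTA, 0.01% Tween-20 preincubated 15 min with compounds at room temperature. Reaction started with H3(1-25) 75uM, acetyl-CoA 70uM, ThioGlo1 50uM; CoA-thiol fluorescence (Ex340/Em540) read at 0 and 20 min.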
TDP1 cell CPT: DT40-hTDP1 cell growth loss with CPT | chicken DT40 Tdp1-/-;hTDP1 cells + 20 nM CPT, ATP luminescence, 48 h | Potency, µM (top dose mostly 46.2 µM), for inactives: at the highest dose activity change, negative = growth inhibition, usual class: inhibitors | hit rate 12% among 420,000; also: nearly all actives have a fitted effect of over 55% in size
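Chicken DT40 Tdp1-/- cells stably complemented with human TDP1 were seeded at 400 cells/well in medium containing 20 nM camptothecin, exposed to pin-transferred compounds, and grown at 37 °C for at least 48 hr. Viability was read as ATP luminescence.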
TDP1 cell noCPT: qHTS for Inhibitors of human tyrosyl-DNA phosphodiesterase 1 (TDP1): qHTS in cells in absence of CPT; AID 686978, 2013; hit rate 15% among 420,000; DT40 Tdp1-/- hTDP1 cells, no CPT, ATP luminescence, 48 h; Potency, µM (titrated, usually from 46.2 µM), for inactives: top-dose activity change, negative = growth inhibition, hits mostly inhibitors; also: nearly all actives have a fitted effect of over 55% in size
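Chicken DT40 Tdp1-/- cells stably complemented with human TDP1 were seeded at 400 cells/well with DMSO in place of 20 nM camptothecin. After compound pinning, cells grew at least 48 hr at 37 °C; viability read by CellTiter-Glo luminescence.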
An asterisk follows results filed as active; ? = inconclusive; . = not tested or not shown; & = joins results of further samples; [ ] = dose if it differs, or a comment. Calls follow the shape of the dose curve; as a rule, active = well fitted curve in the direction sought with a large enough effect; inconclusive = small, poorly fitted or top-dose-only effect, or another doubt; inactive = no such curve, though single readings can be large; an effect the other way counts as inactive or inconclusive. % is scaled to controls: 0 for no effect and ±100 for the full control effect; potency is read from the fitted curve at half-maximal effect.

smiles	KAT2A inh	TDP1 cell CPT	TDP1 cell noCPT
O=C(OCc1cn([C@@H]2CN(C(=O)C3CCCCC3)[C@@H](c3ccccc3)C[C@H]2O)nn1)c1ccccc1	.	0%	?
C/C(Nc1ccccc1)=C(/C#N)C(N)=O	2%[0.501 µM]	-4%	-13%
CC(CNC(=O)c1ccc(C#N)cc1)NC(=O)c1ccc(C#N)cc1 (centres undefined)	-18%	-3%	-5%
CCOc1ccc(NC(=O)CSc2nnc(-c3ccncc3)n2CC2CCCO2)cc1 (centres undefined)	1%	3%	-1%
COc1cc2c(c(O)c1OC)-c1c(cc(OC)c(OC)c1OC)C[C@@H](C)[C@@H](C)C2	47%[activator]	?	?
Cn1c(=O)[nH]c(=O)c2c1nc1n(CCO)c(-c3ccccc3)cn21	1%	0%	-25%
CC(=O)Nc1ccc(NC(=O)C(Sc2ccccc2)c2ccccc2)cc1 (centres undefined)	-1%	-4%	-1%
Cc1ccc(-n2nnc(-c3cccnc3)n2)cc1	.	?	?
CCCCN(C(=O)CCC(=O)Nc1cc(C)on1)C(C(=O)NC1CCCC1)c1ccccc1OCC (centres undefined)	-1%	?	?
Cn1c(=O)c2c(-c3ccccc3)n(-c3cc(C(=O)O)ccc3O)cc2n(C)c1=O	.	-15%	5%
Cc1ccc([N+](=O)[O-])cc1NC(=O)Nc1cccc(F)c1	2%	4.6µM*	9.2µM*
CCOC(=O)c1ccc(NC(=O)C(=O)NCc2ccncc2)cc1	0%	-1%	-16%
Cc1ccc(S(=O)(=O)NN=CC=CC=NNS(=O)(=O)c2ccc(C)cc2)cc1	.	?	?
COc1ccc(CNC(=O)CCSCc2ccc(C)cc2)cc1	-4%	-16%	-24%
COc1cc(C#Cc2c(-c3cncn3C)n(C)c3ccc(-c4cc(OC)c(OC)c(OC)c4)cc23)cc(OC)c1	-3%	21µM*	16µM*
Nc1nc(NCC2CCCO2)nc(Nc2cccc(F)c2)c1[N+](=O)[O-] (centres undefined)	-4%	?	?
COc1cccc(N2CCN(S(=O)(=O)c3ccc4c(c3)NC(=O)CS4)CC2)c1	-14%	-11%	-6%
CCN(CC)c1ccc(NC(=O)Cn2ncc3c(C)n(Cc4ccccc4F)c(C)c3c2=O)c(C)c1	-6%&31%	?	21µM*
CN(CC(=O)NC1CCCCCC1)S(=O)(=O)c1ccc2c(c1)n(C)c(=O)c(=O)n2C	-2%	-18%	-10%
CN(C)C(CNC(=O)c1ccc2c(c1)S(=O)(=O)c1ccccc1C2=O)c1ccco1 (centres undefined)	-2%	?	?
Cc1ccc(S(=O)(=O)N2CCCC2CNC(=O)c2ccc3c(c2)OCO3)cc1 (centres undefined)	1%	?	18µM*
COc1ccc([C@H]2N[C@]3(CCCN(Cc4ccc(C)cc4)C3=O)[C@H]3C(=O)N(C)C(=O)[C@@H]23)cc1	.	-18%	?
CC(C)c1cc(C(F)(F)F)n2nc(C(=O)O)cc2n1	1%	-7%	-1%
CCc1ccccc1NC(=O)Cn1cccc1C1=NC(c2ccccc2)CO1 (centres undefined)	-8%	-1%	-3%
Cc1ccc(C(=O)Nc2ccc(F)cc2F)o1	-8%	2%	-4%
O=C(/C=C/c1ccc(O)cc1)c1ccccc1O	-27%	26µM*	15µM*
COc1cc(C(=O)O/N=C(\N)c2ccc([N+](=O)[O-])cc2)cc(OC)c1OC	1%	?	-14%
Cc1cc2cc3c(cc2nc1SCc1ccc(C(=O)O)cc1)OCCO3	2%	-1%	-23%
Cc1cccc(NC(=O)CCS(=O)(=O)c2ccc(Cl)cc2)c1	25%	-13%	11%
C/C(=N\OCC(=O)Nn1c(C)nc2ccccc2c1=O)c1ccccc1	-3%	-21%	-12%

Whole records from above:
Cc1ccc(S(=O)(=O)NN=CC=CC=NNS(=O)(=O)c2ccc(C)cc2)cc1 across the screens: KAT2A inh = .; TDP1 cell CPT = ?; TDP1 cell noCPT = ?
COc1ccc(CNC(=O)CCSCc2ccc(C)cc2)cc1 across the screens: KAT2A inh = -4%; TDP1 cell CPT = -16%; TDP1 cell noCPT = -24%
CCc1ccccc1NC(=O)Cn1cccc1C1=NC(c2ccccc2)CO1 (centres undefined) across the screens: KAT2A inh = -8%; TDP1 cell CPT = -1%; TDP1 cell noCPT = -3%

New compounds follow.
smiles	KAT2A inh	TDP1 cell CPT	TDP1 cell noCPT
CCN(CC)CCCN1C(=O)C(=O)/C(=C(/O)c2ccc(C)cc2)C1c1ccccn1 (centres undefined)	.	1%	15%
O=C1C(=O)N(Cc2cccnc2)C(c2cccc(O)c2)/C1=C(\O)c1ccc2c(c1)OCCO2 (centres undefined)	-10%	10%	6%
CCCC(=O)Nc1nnc(Sc2ccc(N(C)C)cc2)s1	-2%	-14%	?
O=C(CSc1nccc(=O)[nH]1)Nc1ccc(Br)c(Cl)c1	0%	0%	-14%
Cc1nc(-c2ccc(C(=O)Nc3cccc(F)c3)cc2)cs1	-3%	-28%	?
CC1(C(=O)OCC(=O)NC(=O)NCc2ccccc2)CC1(Cl)Cl (centres undefined)	-3%	?	-17%
COCCNC(=O)CSc1nc(N)c(NC(=O)c2ccco2)c(=O)[nH]1	.	4%	17%
CCOc1ccc(-c2nc(C#N)c(NCc3ccc4c(c3)OCO4)o2)cc1	-3%	?	15µM*
O=C(OCC(=O)N1CCN(c2ccccc2)CC1)c1cc(Cl)ccc1[N+](=O)[O-]	-11%	-18%	-11%
COc1ccc(-c2noc(CSc3nnc(-c4ccccc4)n3-c3ccc(F)cc3)n2)c(OC)c1	-16%	12µM*	21µM*
Cc1cccc(C(=O)c2cnc3ccccc3c2-c2ccccc2)c1	-16%	15µM*	26µM*
COc1ccc(N2CC(C(=O)Nc3cc(C(F)(F)F)ccc3N3CCCC3)CC2=O)c(OC)c1 (centres undefined)	-2%	?	23µM*
O=C1COc2ccc(C(=O)COC(=O)CCCOc3ccccc3)cc2N1	.	-9%	-1%
Clc1ccc(OCc2nn3c(C4CCCCC4)nnc3s2)cc1	-8%	21µM*	21µM*
NC(=O)/C=C\C(=O)Nc1cccc(C(F)(F)F)c1	4%	5.2µM*	21µM*
Cc1ccc(C(C(=O)NC(C)(C)C)N(Cc2ccccc2)C(=O)c2snc(C(N)=O)c2N)o1 (centres undefined)	-6%	-28%	?
COc1ccc(S(=O)(=O)N(CCc2ccccc2)CC(=O)NCCCO)cc1	-5%	-18%	-17%
Cc1ccccc1C(=O)NC(=S)Nc1ccccc1[N+](=O)[O-]	-15%	-16%	-17%
COc1ccc(NC(=O)CSc2nc3ccc(Nc4nc(N5CCOCC5)nc(N5CCOCC5)n4)cc3s2)cc1	-7%	12µM*	6.5µM*
CC(Oc1ccc(-c2ccccc2)c(F)c1)c1ccn(S(=O)(=O)c2ccc(Cl)cc2)n1 (centres undefined)	-7%	15µM*	?
COc1ccc(-c2cnn3c(C)cc(C)nc23)cc1OC	-7%	?	?
CCCc1nc2sc3ccccc3c(=O)c2c(=O)n1Cc1ccc(OC)cc1	-4%	13µM*	21µM*
CC#CC(=O)N1CCCC(C(=O)c2ccc(SC)cc2)C1 (centres undefined)	4%	?	?
O=C(Nc1ccc(S(=O)(=O)NCCc2ccccc2)cc1)c1ccc(Br)o1	-26%	?	-25%
Cc1ccc(N2C(=O)CC(C)(C)CC2=O)cc1Cl	-3%	10%	1%
Cc1ccc(S(=O)(=O)NCC(c2ccco2)S(=O)(=O)c2ccccc2)cc1 (centres undefined)	-5%	-30%	?
Cc1ccc(CCNC(=O)C2CC(c3cccc(F)c3)=NO2)cc1 (centres undefined)	4%	4%	-18%
Cc1ccc(S(=O)(=O)NC(=O)Nc2cc(C)on2)cc1	-3%	-2%	-1%
N#C/C=C/N1CCN(Cc2ccc3c(c2)OCO3)CC1	-9%	6%	-14%
Cc1cc(C(=O)OCC(=O)Nc2cccnc2Cl)c2ccccc2n1	-10%	5%	-18%

Continuation.
The line under a structure holds: KAT2A inh | TDP1 cell CPT | TDP1 cell noCPT
CCCn1c(CN2CCN(C(=O)c3ccco3)CC2)nc2cc(S(=O)(=O)N(C)C)ccc21
    -7% | -26% | ?
Cc1cc(C)c(S(=O)(=O)N(C)CC(=O)NCc2cccnc2)c(C)c1
    -4% | -4% | -8%
Cc1noc2ncnc(N3CCCC(C(=O)Nc4cccc(C(F)(F)F)c4)C3)c12 (centres undefined)
    -6% | 15µM* | 18µM*
CSCCC(NC(=O)c1ccc(Cl)cc1Cl)C(=O)OCC(N)=O (centres undefined)
    4% | -12% | -2%
O=c1[nH]c2ccccc2nc1/C=C(\O)C(F)F
    -7% | -9% | -12%
COc1ccc(-n2ccn3c(CCC(=O)N4CCN(c5cccc(C)c5C)CC4)nnc3c2=O)cc1
    -6% | ? | 2%
COc1cccc2sc(Nc3nc(-c4cc5ccccc5oc4=O)cs3)nc12
    -7% | 4.6µM* | 4.6µM*
CCOC(=O)C1=CC[C@@H](c2ccc(F)cc2)N(S(=O)(=O)c2ccc(C)cc2)[C@H]1c1ccccc1
    . | 16µM* | 23µM*
C/C(=N\NC1=NCCN1)c1ccc(Cl)cc1
    1% | 1% | -37%
CCC1CN(CCNC(=O)c2cccc(C)n2)Cc2cc(OC)ccc2O1 (centres undefined)
    . | 5%[9.04 µM] | -22%
CCOc1cccc(CNn2cnnc2)c1OCc1ccccc1Cl
    -1% | -18% | -29%
CCCCSc1nnc(CNC(=O)C23CC4CC(CC(C4)C2)C3)n1Cc1ccccc1
    -5% | 16µM* | 15µM*
O=[N+]([O-])c1cc(S(=O)(=O)N2CCCCCC2)ccc1Cl
    0% | ? | 8.2µM*
Cc1cc(NC(=O)CC(C)C)c(=O)n(Cc2cccc(F)c2)c1
    -19% | -18% | -24%
O=C(C1CC1)N1CCN=C1SCc1ccccc1Cl
    -3% | -21% | -18%

Additional structures follow.
The line under a structure holds: KAT2A inh | TDP1 cell CPT | TDP1 cell noCPT
CC(C)Cc1cc(C(=O)N2CCCC(CO)(Cc3ccc(F)cc3F)C2)n[nH]1 (centres undefined)
    -1% | ? | ?
COc1ccccc1NC(=O)C(C)OC(=O)CC1CCCC1 (centres undefined)
    -4% | 0% | -1%
COc1cc2c(cc1OC)CN(C(=S)Nc1ccc(Cl)cc1)CC2
    -2% | -6% | -11%
Cc1nc(C(=O)Nc2ccc(Cl)cc2)sc1C1(C)CC(c2cccc([N+](=O)[O-])c2)=NO1 (centres undefined)
    . | ? | ?
O=C(CSc1nc2ccccc2nc1SCC(=O)N1CCOCC1)N1CCOCC1
    -10% | -4% | -17%
O=[N+]([O-])c1ncn(Cc2ccccc2Cl)n1
    -4% | 1% | 2%
O=C(O)CC(c1cccc(Cl)c1)n1cccc1 (centres undefined)
    -8% | 4% | -25%
O=C(N/N=C\c1coc2ccccc2c1=O)c1ccco1
    -6% | 2% | -28%
COc1ccc(CNC(=O)Cc2c(C)c3cc4c(C)coc4c(C)c3oc2=O)cc1OC
    -1% | ? | ?
COc1cc(OC)cc(C(=O)N[C@H](C(=O)OCC(=O)c2ccc(C)c([N+](=O)[O-])c2)C(C)C)c1
    -8% | -24% | -24%
Cc1cnc(C)c(Nc2nc(C(N)Cc3ccccc3)cs2)n1 (centres undefined)
    . | ? | ?
COc1ccc(-c2cc(C(=O)NN)[nH]n2)cc1
    -1% | -2% | 0%
COc1ccc(NC(=O)CSc2ccc3nnc(-c4ccccn4)n3n2)cc1
    -11% | -16% | -9%
Nc1ccc2c(c1)C(=O)c1ccc(N)cc1-2
    . | 3% | -22%
Cc1ccc2nc(SCC(=O)N3CCCc4ccccc43)nc(=O)n2c1
    . | -12% | -20%

The list continues:
The line under a structure holds: KAT2A inh | TDP1 cell CPT | TDP1 cell noCPT
C=CCOc1ccc(/C=C2\SC(N3CCCCC3)=NC2=O)cc1
    -11% | ? | ?
CCCCNC(=O)COC(=O)c1c2c(nc3ccccc13)/C(=C\c1cccs1)CC2
    . | ? | ?
Cc1cc(/C=N/NC(=O)CC#N)c(C)n1-c1ccc([N+](=O)[O-])cc1
    -7% | ? | -27%
COc1cccc(C(=O)N2CCC[C@@H]2C(=O)N2CCC[C@H]2C(=O)NCc2ccncc2)c1
    . | -25% | 0%
COc1cccc(N2CCN(C(=S)Nc3ccccc3OC)CC2)c1
    -4% | 19% | -7%

Screens deposited in PubChem by National Center for Advancing Translational Sciences (NCATS).

The list is partial, so the mix of outcomes need not match the whole.
